Screens from PubChem.
aSyn yeast rescue: alpha-synuclein toxicity suppression in yeast. AID 1347070. Potency, µM (series often up to 46.1 µM), for the others: at the highest dose growth rescue (activation), usual class: activators. S. cerevisiae alpha-synuclein toxicity rescue, BacTiter-Glo growth, 24 h. 94,000 compounds, 0.02% hits; active = well fitted activation curve with a large enough effect; note: 0% is about no effect
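Growth restoration measured by BacTiter-Glo luminescence after 24 hr at 30 deg C; alpha-synuclein yeast, raffinose-pregrown to mid-log, were added at OD600=0.02 in galactose medium onto pinned compounds.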
* hit, by the source's call. Potency is the fitted concentration of half-maximal effect. An excerpt; the hit share may differ from the screen's.

SMILES | aSyn yeast rescue
COc1cccc(NC(=O)Cn2nnc(C(=O)NCCc3ccccc3)c2N)c1 | -3%
COc1cc(OC)c(NS(=O)(=O)c2ccc3c(c2)CCCN3C(C)=O)cc1Cl | 14%
O=C1CSC(c2ccc([N+](=O)[O-])cc2)N1CCN1CCCCC1 (stereo unspecified) | -2%
COc1ccc(Cn2ccc3nc(C)c(C(=O)N4CCN(c5ccccc5OC)CC4)cc3c2=O)cc1 | 1%
O=C(CSc1ccc(-c2cccnc2)nn1)c1ccc([N+](=O)[O-])cc1 | 1%
Clc1ccc(-c2csc(Nc3cccnc3)n2)cc1 | -4%
CCN(C(=O)COC(=O)c1cc(OC)c(OC)cc1[N+](=O)[O-])C1CCS(=O)(=O)C1 (stereo unspecified) | 7%
COc1ccc(NC(=O)CCN2CCN(c3cccc(Cl)c3)CC2)cc1 | -2%
Nc1nc(NCc2ccco2)nc(Nc2ccc(F)cc2)c1[N+](=O)[O-] | 3%
COc1ccc(-n2ncc(C(=O)NCc3cccs3)c2C2CCN(C(=O)OC(C)(C)C)CC2)cc1 | 4%
Cc1ccc(-n2nc3c([n+]2[O-])CCc2nonc2-3)cc1 | 9%
Cc1ccc(S(=O)(=O)N2CCC(C(=O)OCC(=O)N(C)CC(=O)Nc3ccc(F)cc3)CC2)cc1C | 0%
Cc1cc(C)nc(NS(=O)(=O)c2ccc(NC(=O)c3ccccc3O)cc2)n1 | -10%
O=C(OCc1ccc(Cl)c(Cl)c1)c1ccc[nH]1 | -21%
COc1ccc(CNC(=O)c2ccc(S(=O)(=O)N3CCOCC3)cc2)cc1 | 3%
COC(=O)CNC(=O)C(Cc1c[nH]c2ccccc12)NC(=O)Oc1ccccc1 (stereo unspecified) | 6%
Cc1ccc2oc3c(c(=O)c2c1)C(c1ccc(OCC(N)=O)cc1)N(Cc1ccc2c(c1)OCO2)C3=O (stereo unspecified) | -14%
Nc1nc(SCC(=O)NCCOCCO)nc2sc3c(c12)CCCC3 | 0%
CN(C(=O)c1cc2c(s1)-c1ccccc1S(=O)(=O)C2)c1ccccc1 | -8%
CCC(=O)N1CCN(c2ccc(NC(=S)NC(=O)COc3ccccc3)cc2)CC1 | 15%
CC1CCC(C(C)C)C(OCC(O)C[N+]2(C)CCCCC2)C1 (stereo unspecified) | 5%
CC(C)CCNC(=O)CN1C(=O)c2cccnc2Sc2ccccc21 | 0%
CCC(CC)c1ncc[nH]1 | 1%
COc1ccc(-c2nn(C)c3sc(C(=O)N4CCN(c5cc(Cl)ccc5C)CC4)cc23)cc1OC | 3%
COc1ccc(/C(C)=N/N=C2/NC(=O)CC(C(=O)O)S2)cc1 (stereo unspecified) | 9%
CCc1ccc(C(=O)COC(=O)CNC(=O)C2CCCCC2)cc1 | 6%
COc1ccc(-c2ccc3c(N)c(C(=O)Nc4ccc(C)cc4C)sc3n2)cc1OC | -11%
CCN(CC)c1ccc(C(=O)OCc2c(C)noc2C)cc1 | 6%
CCCc1nnc(NC(=O)c2cc(=O)c3cc(Cl)ccc3o2)s1 | 3%
CSc1ncc(C(=O)Nc2cccc(Cl)c2C)c(-c2ccccc2)n1 | -12%
CCCCCn1c(CN2CC(C)OC(C)C2)nc2c1c(=O)n(C)c(=O)n2C (stereo unspecified) | -5%
NC(=O)CSc1nnnn1-c1cccc(O)c1 | -7%
CC1CCN(S(=O)(=O)c2ccc3c(c2)N(CC(=O)N2CCN(c4ccccc4)CC2)C(=O)CO3)CC1 | -12%
Cc1sc2ncn(CC(=O)N3CCN(c4ccccc4F)CC3)c(=O)c2c1S(=O)(=O)N1CCN(c2ncccn2)CC1 | 0%
CC1CCCN(C(=O)c2ccc(NC(=O)CC3SC(N4CCCC4)=NC3=O)cc2)C1 (stereo unspecified) | -1%
CCC(C)Cn1c(O)cc2nn(-c3nc4ccccc4s3)c(=O)c-2c1C (stereo unspecified) | -1%
O=C(O)C1CSC(c2ccc3c(c2)OCO3)N1 (stereo unspecified) | 8%
CC(CC(=O)N(CCC1=CCCCC1)c1c(N)n(Cc2ccccc2)c(=O)[nH]c1=O)c1ccccc1 (stereo unspecified) | -1%
CC(=O)N1CCc2c(sc3c2c(=O)n(-c2cccc(Cl)c2C)c(=O)n3Cc2ccccc2C)C1 | 8%
CCOc1ccc(-c2nonc2NC(=O)c2oc3cc(C)ccc3c2C)cc1OCC | -3%
CN(C)c1ccc2nc3c(=O)[nH]c(=O)nc-3n(CC(O)C(O)C(O)CO)c2c1 (stereo unspecified) | -25%
CN(C)c1cccc(C(=O)N/N=C/c2ccsc2)c1 | 0%
COc1ccc(C(=O)N(Cc2ccco2)Cc2ccccc2F)cc1Cl | 19%
COc1ccc2c(c1)Cc1sc(NC(=O)c3cccc(Br)c3)nc1-2 | -18%
CCN(CCCNC(=O)Cn1ncc2c([nH]c3ccc(C)cc32)c1=O)c1cccc(C)c1 | 7%
Cc1c(Cl)cccc1NS(=O)(=O)c1ccc(NS(=O)(=O)c2ccc3c(c2)OCCO3)cc1 | 8%
Cn1ccnc1SCC(=O)Nc1cccc(Br)c1 | -2%
CC1=C(C(=O)Nc2ccccc2)C(c2cccnc2)n2nc(SCc3ccccc3F)nc2N1 (stereo unspecified) | -6%
CC(C)CN(C(=O)COC(=O)C12CC3CC(CC(C3)C1)C2)c1c(N)n(Cc2ccccc2)c(=O)[nH]c1=O | -7%
CCN(CC(=O)Nc1c(F)cccc1F)C(=O)c1cccnc1Sc1ccccc1 | -4%
Continuation.
SMILES | aSyn yeast rescue
Cn1c(SCCc2ccc([N+](=O)[O-])cc2)nccc1=O | 6%
Cc1cccc(CS(=O)(=O)c2ncc(CO)n2C)c1 | -1%
O=S(=O)(NCCc1cn2ccccc2n1)c1ccc2c(c1)CCCC2 | -1%
CN(C)c1ccc(C=O)c(Oc2ccccc2)c1 | 9%
COc1ccccc1-c1cc(NC(=O)COc2ccccc2Cl)n(-c2ccccc2)n1 | -5%
CCc1ccc(C(=O)CC2(O)C(=O)N(Cc3ccc(C)cc3)c3ccccc32)cc1 (stereo unspecified) | 1%
CCc1ccc(NC(=O)CSc2nnc(-c3nonc3NC(C)=O)n2-c2ccccc2)cc1 | 1%
COc1cc2c(c(OC)c1OC)-c1ccc(NC(=O)c3ccc(F)cc3)c(=O)cc1[C@@H](NC(C)=O)CC2 | 5%
CCn1c(C(=O)NCc2ccc(OC(C)C)cc2)cc2oc3ccccc3c21 | 17%
O=c1c2ccccc2c(C=Nc2ccc(O)cc2)c(O)n1-c1nccs1 | 6%
COCc1cc(C)nc(SCC(=O)Oc2ccc(Cl)cc2)c1C#N | 2%
COc1cccc(-c2noc(CCCC(=O)NCc3ccco3)n2)c1 | 8%
Cc1nn(C(C)(C)C)c(OC(=O)c2c(F)cccc2F)c1Sc1ccccc1 | 2%
CCn1cc(CNC(=O)c2cc(-c3ccc(C)c(C)c3)nc3ccccc23)c(C)n1 | -8%
COc1ccc(CCNC(=O)CS(=O)Cc2nc(-c3ccc(C)cc3)oc2C)c(OC)c1 (stereo unspecified) | 7%
Cc1cccc(C(=O)Nc2nnc(SCc3cc(=O)n4cccc(C)c4n3)s2)c1 | 2%
Cc1ccc(NC(=O)Cn2cnc3cc([N+](=O)[O-])ccc3c2=O)c(Cl)c1 | 9%
CCN(C(=O)Cn1ncc2c1-c1cc(C)ccc1OC2)c1cc(Cl)ccc1OC | -4%
CCn1ccc2c(OCC(=O)NCc3ccc(C)cc3)cccc2c1=O | 0%
Cc1cccc(N2CCN(C(=O)Cc3c(C(=O)O)c(C)cn3C)CC2C)c1 (stereo unspecified) | 8%
COc1ccc(OC)c(NC(=O)[C@@H]2CCCN2C(=O)c2cccs2)c1 | 5%
CCCCNCc1cc(Br)c(OCC(=O)NCc2ccccc2)c(OC)c1 | -9%

Of the compounds above, 2 contain a tert-butyl group:
SMILES | aSyn yeast rescue
COc1ccc(-n2ncc(C(=O)NCc3cccs3)c2C2CCN(C(=O)OC(C)(C)C)CC2)cc1 | 4%
Cc1nn(C(C)(C)C)c(OC(=O)c2c(F)cccc2F)c1Sc1ccccc1 | 2%

Of the compounds above, these contain an aryl thioether with sulfur outside any ring.
SMILES | aSyn yeast rescue
O=C(CSc1ccc(-c2cccnc2)nn1)c1ccc([N+](=O)[O-])cc1 | 1%
Nc1nc(SCC(=O)NCCOCCO)nc2sc3c(c12)CCCC3 | 0%
CSc1ncc(C(=O)Nc2cccc(Cl)c2C)c(-c2ccccc2)n1 | -12%
NC(=O)CSc1nnnn1-c1cccc(O)c1 | -7%
Cn1ccnc1SCC(=O)Nc1cccc(Br)c1 | -2%
CC1=C(C(=O)Nc2ccccc2)C(c2cccnc2)n2nc(SCc3ccccc3F)nc2N1 (stereo unspecified) | -6%
CCN(CC(=O)Nc1c(F)cccc1F)C(=O)c1cccnc1Sc1ccccc1 | -4%
Cn1c(SCCc2ccc([N+](=O)[O-])cc2)nccc1=O | 6%
CCc1ccc(NC(=O)CSc2nnc(-c3nonc3NC(C)=O)n2-c2ccccc2)cc1 | 1%
COCc1cc(C)nc(SCC(=O)Oc2ccc(Cl)cc2)c1C#N | 2%
Cc1nn(C(C)(C)C)c(OC(=O)c2c(F)cccc2F)c1Sc1ccccc1 | 2%
Cc1cccc(C(=O)Nc2nnc(SCc3cc(=O)n4cccc(C)c4n3)s2)c1 | 2%
